Bioassay records from PubChem.
S1P2 agonist: S1P2 (human) receptor agonism; S1P2-expressing cell line, agonist reporter read-out; activation, % at 4.5 µM; actives 0.46% (n = 97,000); AID 729; in the data active = activation above about 16%;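 note: 0% = vehicle low control and 100% = maximal reference agonist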
Target sequence (O95136 whole entry, looked up): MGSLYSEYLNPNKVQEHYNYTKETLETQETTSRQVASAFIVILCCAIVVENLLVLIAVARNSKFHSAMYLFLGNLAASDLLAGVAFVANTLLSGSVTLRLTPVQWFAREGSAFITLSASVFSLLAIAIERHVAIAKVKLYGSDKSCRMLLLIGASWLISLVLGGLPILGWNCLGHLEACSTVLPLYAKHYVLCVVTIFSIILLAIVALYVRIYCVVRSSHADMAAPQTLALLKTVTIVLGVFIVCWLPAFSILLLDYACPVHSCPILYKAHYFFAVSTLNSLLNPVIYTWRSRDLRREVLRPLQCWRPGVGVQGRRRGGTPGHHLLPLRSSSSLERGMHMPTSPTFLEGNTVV
PostGolgi yeast: growth inhibition of a yeast mutant, post-Golgi transport screen; actives 0.9% (n = 98,000); post-Golgi transport phenotypic cell assay; AID 739; inhibition, % at 10 µM;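 note: yeast cells grown in 1536-well plates; yeast grown about 18 h at 30C before absorbance read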
CYP2C19 inhib: human CYP2C19 inhibition. P33261. CYP2C19 Supersomes, luciferin-H EGE luminescence, 30 min. inhibition, % at 5 µM. actives 21% (n = 96,000). AID 778;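 active = CYP2C19 inhibition above a set limit at 5 µM in the primary screen, cut at about 50% in these data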;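 note: plate controls were negative control wells for no effect and 2.5 mM tranylcypromine positive control for full effect; values of inactives mirror those of a sister screen read the other way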
Target sequence (P33261 whole entry, looked up): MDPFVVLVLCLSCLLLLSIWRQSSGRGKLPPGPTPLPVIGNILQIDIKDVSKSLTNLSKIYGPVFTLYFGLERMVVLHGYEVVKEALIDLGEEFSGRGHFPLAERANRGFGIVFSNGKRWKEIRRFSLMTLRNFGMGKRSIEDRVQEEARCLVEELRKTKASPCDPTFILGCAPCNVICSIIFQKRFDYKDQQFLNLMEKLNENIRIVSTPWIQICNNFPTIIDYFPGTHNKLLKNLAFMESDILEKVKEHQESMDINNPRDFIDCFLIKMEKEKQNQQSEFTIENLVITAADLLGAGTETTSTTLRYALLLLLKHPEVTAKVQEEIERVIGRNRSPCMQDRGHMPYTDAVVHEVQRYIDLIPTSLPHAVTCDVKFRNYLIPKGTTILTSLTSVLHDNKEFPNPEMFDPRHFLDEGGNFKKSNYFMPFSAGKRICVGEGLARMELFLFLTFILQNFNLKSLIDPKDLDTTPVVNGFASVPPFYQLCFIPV
hDAT+cocaine: changed human dopamine transporter uptake under cocaine IC80; Q01959; LLC-PK1 hDAT cells, [14C]-dopamine uptake with cocaine IC80; actives deviate in either direction; B-score at 10 µM; actives 1.3% (n = 110,000); AID 449768;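 active = Z score or B-score, a plate-position-corrected score, falls beyond the plate's 99.7% confidence bounds, in either direction; inactive = both scores lie inside the 99.7% bounds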;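 note: scored against the spread of the other compound wells on the same plate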
PostGolgi ctrl: yeast control strain growth, post-Golgi counter-screen | efflux-deficient yeast background strain, growth absorbance A615, 16 h | inhibition, % at 10 µM | actives 5% (n = 98,000) | AID 738
sEH inh: inhibitors of human soluble epoxide hydrolase; P34913; recombinant human sEH enzymatic activity assay; inhibition, % at 2 µM; actives 0.34% (n = 91,000); AID 707; in the data active = inhibition above about 80%; note: values of inactives mirror those of a sister screen read the other way; many of its hits are not listed in these tables
CYP2C19 activ: activators of human cytochrome P450 2C19; 96,000 tested, under 10 active; activation factor at 5 µM; P33261; recombinant CYP2C19, luciferin-H EGE luminescence; active compounds read high; 0 = fully inhibited enzyme, 1 = untreated enzyme;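 active = activation factor of at least 2 at 5 µM in the primary screen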;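 note: 0 = wells with 2.5 mM tranylcypromine and 1 = vehicle-only wells; values of inactives mirror those of a sister screen read the other way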
sEH act: soluble epoxide hydrolase (human) activation; activation, % at 2 µM; actives 0.04% (n = 91,000); purified human sEH enzymatic activity, activator screen; in the data active = activation above about 37%; note: values of inactives mirror those of a sister screen read the other way
S1P2 antag: antagonists of human S1P2 receptor | O95136 | cell-based S1P2 antagonist assay, inhibition at 5 uM | inhibition, % at 5 µM | actives 0.21% (n = 97,000) | AID 736; in the data active = inhibition above about 45%;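 note: CRE beta-lactamase reporter cells expressing human S1P2 stimulated with S1P; 0% = agonist at EC80 alone and 100% = agonist plus reference antagonist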
An asterisk follows results filed as active; . = not tested or not shown. Cut-off read from the data, not from the text of the source, unless noted: active = inhibition above about 30%; inactive = the rest.

SMILES | S1P2 agonist | PostGolgi yeast | CYP2C19 inhib | hDAT+cocaine | PostGolgi ctrl | sEH inh | CYP2C19 activ | sEH act | S1P2 antag
CCOC(=O)Nc1ccc2c(c1)N(C(=O)CN1CCN(C)CC1)c1ccccc1S2 | 1.6 | 9.2 | 57.6* | 1.04 | -0.6 | -16.1 | 0.4 | 14.3 | -5.4
Nn1c(SCC(=O)NC(=O)NCc2ccccc2)nnc1C1CC1 | -2.7 | 4.1 | 15.0 | -0.687 | 10.3 | -2.5 | 0.8 | 1.9 | 4.3
O=C1OC(C(=O)O)Cc2ccccc21 (centres undefined) | -3.8 | . | . | -0.805 | . | -2.2 | . | 6.2 | -3.3
O=C(O)CCC(=O)Nc1ccc(N2CCOCC2)cc1 | -1.2 | 1.3 | -9.0 | -0.268 | -11.4 | -4.1 | 1.1 | 4.9 | -1.4
Clc1ccc(-c2n[nH]c3c2CCC3)cc1Cl | -11.7 | 101.0* | 12.7 | 0.629 | 69.2* | -2.0 | 0.9 | 3.3 | 5.6
Cc1ccc(/C=C/C(=O)C2C(=O)c3ccccc3C2=O)cc1 | -7.6 | 0.2 | -5.9 | 0.0153 | -0.2 | 2.1 | 1.1 | -4.0 | 14.3
O=c1ccccn1Cc1ccccc1F | -3.6 | -1.0 | -11.3 | -0.586 | 2.6 | -5.3 | 1.1 | 6.6 | 15.1
COc1ccc(OCCC(=O)OCC(=O)NC(=O)NC(C)C)cc1 | -6.0 | 14.5 | -4.1 | -0.483 | 5.7 | 11.4 | 1 | -8.8 | 5.6
CC(C)NCCOCCSc1ccc(Cl)cc1 | -4.0 | 0.9 | 25.1 | 0.684 | 10.3 | 1.5 | 0.7 | 2.6 | 5.1
O=C(NCCCN1CCCCC1)C1(S(=O)(=O)c2ccc(Cl)cc2)CC1 | -2.4 | 5.7 | -7.6 | -0.861 | 2.6 | -0.4 | 1.1 | 0.1 | -2.8
CCOc1cc(S(=O)(=O)n2c(C)nc3ccccc32)ccc1F | -1.9 | 23.4 | 99.0* | -0.224 | 7.5 | -11.4 | 0 | 10.9 | -23.2
CSc1nc(-c2ccco2)nn1C(=O)c1ccccc1 | -4.1 | 0.0 | 6.9 | -0.654 | -6.7 | 7.0 | 0.9 | -9.5 | 4.0
COc1cc(C(=O)N2CCN(C/C=C/c3ccccc3)CC2)cc(OC)c1OC | -4.4 | . | . | -0.602 | . | 1.6 | . | 0.8 | -10.5
Nn1c(SCC(=O)Nc2ccc3c(c2)OCCO3)nnc1C(F)(F)F | -2.9 | -4.5 | 2.2 | 0.314 | 7.2 | . | 1 | . | -23.1
CC(c1ccccc1F)n1cc(C(=O)NCc2ccncc2)nn1 (centres undefined) | . | 6.2 | 53.6* | -0.463 | -1.9 | . | 0.5 | . | .
O=C(CSc1nnc(Cn2cnc3ccccc32)o1)c1ccccc1 | -1.3 | 3.5 | 6.9 | -0.85 | 8.3 | 12.1 | 0.9 | -13.9 | 0.4
COCCCNC(=S)NNC(=O)c1cccnc1 | -1.2 | -3.1 | -4.5 | 0.554 | 6.7 | -8.3 | 1 | 10.4 | -3.9
COc1ccc(-c2cc3nc[nH]c(=O)c3s2)cc1 | -4.7 | -8.7 | 5.5 | 0.551 | 6.3 | -15.0 | 0.9 | 10.2 | 10.1
CCCCCc1c(O)nc(SCC(=O)O)[nH]c1=O | -1.0 | . | . | . | . | 3.7 | . | -2.5 | -15.2
Cc1cccc(OCC(=O)Nc2cc(C)c(C)cc2O)c1 | -1.4 | 0.0 | 56.1* | . | 2.8 | 3.1 | 0.4 | -3.5 | 1.6
COc1ccc(NC(=O)Nc2ccc3nccnc3c2)cc1 | . | -3.6 | -1.9 | 0.0231 | 3.0 | . | 1 | . | .
Cc1ccc(-n2c(CNc3ccc(F)cc3)nnc2SCC(=O)N2CCCC2)cc1 | -2.4 | 5.9 | -11.6 | 0.814 | -5.5 | 7.7 | 1.1 | -8.8 | -8.0
COC(=O)/C(C(C)=O)=C(/C=C/C=C/N(C)C)N(C)C | -5.6 | 5.4 | -10.6 | -1.41 | 0.1 | 8.7 | 1.1 | -9.3 | 9.3
CCOC(=O)C1CCN(CC(O)COc2ccc(C(=O)CC)cc2)CC1 (centres undefined) | -7.8 | 3.3 | 4.5 | 0.17 | 8.1 | 17.6 | 1 | -17.5 | -8.9
Cc1cc(C)cc(NC(=O)Cn2cc3c(n2)CCCCC3)c1 | -6.4 | -3.4 | 32.8 | . | 10.4 | . | 0.7 | . | 4.8
Next part
SMILES | S1P2 agonist | PostGolgi yeast | CYP2C19 inhib | hDAT+cocaine | PostGolgi ctrl | sEH inh | CYP2C19 activ | sEH act | S1P2 antag
Cc1ccc(C(=O)Nc2ccc(O)cc2C(=O)O)cc1 | -0.4 | -4.9 | -2.4 | -0.112 | -0.9 | -14.2 | 1 | 12.7 | -9.8
Cn1c(=O)[nH]c(=O)c2c1nc(N1CCN(c3ccccc3)CC1)n2CCSc1ncccn1 | -5.3 | -1.5 | 37.8 | 0.909 | 8.7 | -9.4 | 0.6 | 8.3 | 16.2
CCC(C)OC(=O)n1ccc(C(=O)Nc2nccs2)n1 (centres undefined) | -10.8 | 4.3 | . | 1.21 | -3.9 | 5.8 | . | -4.3 | 6.3
Cc1ccc(C)c(OCC(=O)Nc2ccc(S(=O)(=O)N3CCN(C)CC3)cc2)c1 | -4.3 | . | . | 0.00467 | . | 6.4 | . | -6.4 | -11.5
COc1nc(C)nc2c1ccc1ccccc12 | -2.6 | . | . | 0.679 | . | 2.1 | . | -5.4 | 7.0
O=c1[nH]c2cccnc2n1Cc1ccccc1 | -8.9 | -7.3 | 50.9* | -1.13 | 7.9 | 16.1 | 0.5 | -14.5 | -0.2
O=C(NCc1cccnc1)c1ccc(CS(=O)(=O)c2ccc(Cl)cc2)o1 | -2.3 | -3.4 | 100.1* | -0.294 | 6.4 | 2.1 | 0 | -4.7 | 13.5
COc1ccc(CN(C(=O)c2ccc(-c3ccccc3)[nH]2)C(C(=O)NCC2CCCO2)c2ccc(C)o2)cc1 (centres undefined) | -5.9 | -8.8 | 58.2* | . | 20.7 | -11.5 | 0.4 | 14.8 | -7.9
O=C(Nc1nn(Cc2ccccc2F)cc1Br)c1cccs1 | -2.0 | -25.1 | 57.4* | 1.39 | 3.2 | 3.1 | 0.4 | -4.9 | -24.2
Cc1ccc(C(=O)N2c3ccc(F)cc3CCC2C)o1 (centres undefined) | -1.7 | -6.7 | 53.3* | -1.5 | 7.0 | . | 0.5 | . | 5.1
CCOC(=O)CNC(=O)Cn1cnc2c(nnn2-c2ccc(C)cc2)c1=O | 1.9 | 8.5 | -8.7 | -0.0257 | -3.8 | -10.6 | 1.1 | 11.4 | -1.6
C=CCNC(=S)NNC(=O)c1cccn(Cc2ccc(Cl)c(Cl)c2)c1=O | -6.1 | -6.3 | 11.5 | 0.0801 | -4.3 | 5.8 | 0.9 | -4.9 | 4.4
CCc1nc(SCC(=O)Nc2nnc(CC)s2)c2c(C)c(C)sc2n1 | -5.6 | 5.5 | -2.5 | 0.747 | -2.6 | 8.5 | 1 | -7.0 | 10.5
CC(=O)c1c(N)n(C)c(=O)n(C)c1=O | . | 9.6 | 0.9 | 0.0696 | 8.4 | . | 1 | . | .
CC(=O)Nc1ccc(S(=O)(=O)NCC(C)NS(=O)(=O)c2ccc(NC(C)=O)cc2)cc1 (centres undefined) | 0.4 | -9.5 | 8.6 | -1.03 | 37.3* | 1.0 | 0.9 | 1.7 | -9.3
Cc1ccc(C(=O)C2CCN(CC(=O)NC3CCCCC3)CC2)cc1 | -4.5 | -1.7 | 24.9 | 0.594 | 7.5 | 20.0 | 0.8 | -21.2 | 18.5
COc1ccc2c(c1)C(=NO)c1cc(OC)ccc1-2 | . | -7.1 | 5.2 | 0.631 | 46.4* | . | 0.9 | . | .
CNc1nnc(-c2cc3ccccc3oc2=O)s1 | -1.3 | 2.2 | 16.5 | -0.342 | 10.6 | -15.0 | 0.8 | 13.5 | 16.5
O=C1CCc2cc(S(=O)(=O)N3CCCC3C(=O)N3CCN(c4ccccc4F)CC3)ccc2N1 (centres undefined) | -4.4 | 0.0 | 21.5 | -0.123 | -0.6 | -3.8 | 0.8 | 1.1 | 11.5
O=c1c2cc(F)ccc2[nH]c(=S)n1CCCN1CCOCC1 | -8.4 | -0.7 | 66.7* | -0.0274 | 1.4 | -2.8 | 0.3 | 5.8 | -13.7
Cc1ccc(CNC(=O)C2CCN(S(=O)(=O)c3c(C)noc3C)CC2)cc1 | 2.6 | 2.5 | -7.7 | 0.714 | -3.4 | 30.4 | 1.1 | -31.6 | -15.1
CCCc1nc2ccccc2c(=O)n1/N=C/c1ccc(O)cc1O | -1.5 | 7.2 | -2.7 | -8.77* | 18.9 | . | 1 | . | 9.3
COC(=O)c1[nH]c2ccc(Br)cc2c1NC(=O)CN1CCCCC1CCO (centres undefined) | -2.4 | 4.2 | 25.6 | 1.11 | 7.8 | . | 0.7 | . | -8.6
CCOC(=O)Cc1csc(NC(=O)CCc2ccc(S(=O)(=O)N3CCOCC3)cc2)n1 | -6.4 | 0.2 | 41.6 | 1.14 | 2.4 | -16.8 | 0.6 | 15.3 | 9.6
CCOC(=O)c1c(NC(=O)c2ccnn2C)sc(C)c1C | -3.4 | . | . | 0.553 | . | -12.7 | . | 18.5 | -15.9
(next part)
SMILES | S1P2 agonist | PostGolgi yeast | CYP2C19 inhib | hDAT+cocaine | PostGolgi ctrl | sEH inh | CYP2C19 activ | sEH act | S1P2 antag
O=C(Cc1cccs1)N1CCN(c2ccc(F)cc2)CC1 | -3.2 | . | . | -0.708 | . | -1.1 | . | 0.6 | 7.4
CCOC(=O)C1=C(O)/C(=C/c2cn(CC(=O)N3CCCC3)c3ccccc23)SC1=Nc1ccccc1 | -3.4 | . | . | -8.27* | . | -7.0 | . | 9.7 | -4.1
CCOC(=O)c1c(C)oc2c1c1c(c3ccccc32)OCN(Cc2ccccn2)C1 | 0.9 | 3.1 | 33.0 | -1.1 | 16.6 | 4.4 | 0.7 | -1.6 | -9.4
CCOC(=O)c1c(CN(C)C)n(C)c2ccc(OC(C)=O)cc12 | -2.7 | -4.2 | -5.5 | -0.38 | 11.9 | -19.3 | 1.1 | 21.3 | -3.7
O=C(Cc1csc(Nc2nc(=S)[nH]c3ccccc23)n1)NCc1ccc(Cl)cc1 | -4.4 | -2.0 | 55.8* | -0.697 | 4.6 | 7.0 | 0.4 | -9.8 | 5.0
CN1C(=O)/C(=C\c2cc(N=Nc3ccccc3)ccc2O)SC1=S | -3.6 | 1.3 | 25.7 | . | 8.2 | 5.0 | 0.7 | -4.3 | 15.6
CCN(CC)CC(=O)Nc1c(C)cc(C(C)(C)C)cc1C | -8.4 | 3.7 | 26.2 | 0.225 | 1.8 | -15.0 | 0.7 | 12.2 | -1.9
O=C(CCCn1c(=O)[nH]c2ccsc2c1=O)N1CCN(c2ccccn2)CC1 | -4.5 | 15.6 | 1.4 | 0.317 | 8.7 | 4.5 | 1 | -4.0 | -18.6
CC(C)Oc1nnnn1-c1ccccc1 | -6.1 | 17.1 | 38.9 | -0.0172 | -6.4 | -26.5 | 0.6 | 26.1 | -0.6
COc1ccc(-n2c(SCC(=O)Nc3ccc4c(c3)OCO4)nnc2C(C)N2CCCCC2)cc1 (centres undefined) | -6.1 | 22.4 | 16.9 | 0.163 | 8.8 | -7.9 | 0.8 | 6.8 | 3.8
COc1ccccc1N=c1scc(-c2ccc3c(c2)NC(=O)CO3)n1CC1CCCO1 (centres undefined) | . | 7.7 | 27.0 | 0.546 | 1.4 | . | 0.7 | . | .

Looked up by structure from the entries so far:
SMILES | S1P2 agonist | PostGolgi yeast | CYP2C19 inhib | hDAT+cocaine | PostGolgi ctrl | sEH inh | CYP2C19 activ | sEH act | S1P2 antag
COc1ccc(CN(C(=O)c2ccc(-c3ccccc3)[nH]2)C(C(=O)NCC2CCCO2)c2ccc(C)o2)cc1 (centres undefined) | -5.9 | -8.8 | 58.2* | . | 20.7 | -11.5 | 0.4 | 14.8 | -7.9
COc1cc(C(=O)N2CCN(C/C=C/c3ccccc3)CC2)cc(OC)c1OC | -4.4 | . | . | -0.602 | . | 1.6 | . | 0.8 | -10.5
COc1ccc(OCCC(=O)OCC(=O)NC(=O)NC(C)C)cc1 | -6.0 | 14.5 | -4.1 | -0.483 | 5.7 | 11.4 | 1 | -8.8 | 5.6
